SR-BI DiI inh – inhibitors of SR-BI mediated HDL lipid uptake, primary screen, ldlA[mSR-BI] cells, fluorescence, single point | ldlA[mSR-BI] CHO cells, DiI-HDL uptake fluorescence, 3 h | inhibition, % at 12.5 µM | 320,000 compounds, 0.96% hits | AID 488896, 2010;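 active = mean replicate inhibition of at least 70% and a set share of replicates each scoring 70 or more; inconclusive = meets just one of the two criteria; inactive = fails both criteria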;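 note: 0% = median of neutral control wells and 100% = median of positive control wells; values of inactives mirror those of a sister screen read the other way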
Wnt bcat act – Wnt/beta-catenin pathway activators, primary screen, cell-based, plate reader, single point | Wnt/beta-catenin reporter cell assay, activator | activation, % at 9.35 µM | 300,000 compounds, 1.2% hits | AID 743398, 2014; in the data active = activation above about 30%, passing the limit was not always enough; inconclusive = no clear call, values can overlap the other calls;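 note: 0% = neutral control wells and 100% = positive control wells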
cardiac RTF act – cardiac RTF calcium sensitivity activators, primary screen, biochemical, IANBD-TnC fluorescence, EC20 calcium | 340,000 compounds, 0.24% hits | IANBD-labeled TnC RTF fluorescence at EC20 calcium; 0% EC20 calcium, 100% full calcium | activation, % at 7.2 µM | Troponin I, cardiac muscle (Homo sapiens) + Troponin T, cardiac muscle (Homo sapiens) + …;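 active = activation above the mean over all tested compounds plus 3 SD, cut at about 30% in these data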;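 note: rise in fluorescence read as greater calcium sensitivity of cardiac thin filaments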
dFosB act – activators of delta FosB homodimer, primary screen, biochemical, fluorescence polarization, TAMRA-CDK5 oligo, single point. purified delta FosB; percent of positive-control signal above neutral wells. 340,000 compounds, 0.99% hits. AID 493131, 2011. Protein FosB (Mus musculus), P13346. activation, % at 25 µM;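 active = mean activation above about 17%, with every replicate also reaching it, limit read from the data, passing the limit was not always enough; inconclusive = only one of the two conditions met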;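 note: fluorescence polarization rise as delta FosB binds a TAMRA Cdk5 AP-1 oligo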
Target sequence (P13346 whole entry, looked up): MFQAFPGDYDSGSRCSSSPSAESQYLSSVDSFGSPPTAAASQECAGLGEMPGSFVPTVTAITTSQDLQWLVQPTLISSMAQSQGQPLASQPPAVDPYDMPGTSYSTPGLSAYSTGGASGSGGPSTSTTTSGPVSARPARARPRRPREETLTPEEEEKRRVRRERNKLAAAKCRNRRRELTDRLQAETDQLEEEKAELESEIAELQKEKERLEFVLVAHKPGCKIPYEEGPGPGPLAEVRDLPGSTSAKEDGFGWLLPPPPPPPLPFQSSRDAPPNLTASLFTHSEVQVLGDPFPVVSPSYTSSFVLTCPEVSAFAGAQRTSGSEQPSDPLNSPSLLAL
PvdQ acylase – P. aeruginosa PvdQ acylase inhibitors, primary screen, biochemical, fluorescence, plate reader and imaging, single point; PvdQ acylase [Pseudomonas aeruginosa LESB58]; purified PvdQ acylase; inhibition, % at 10 µM; 340,000 compounds, 0.063% hits; AID 488965, 2010; in the data active = inhibition above about 30%, passing the limit was not always enough; inconclusive = no clear call, values can overlap the other calls;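 note: 0% = vehicle neutral wells and 100% = reference inhibitor wells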
MITF TRPM1 HTS – activators of MITF-driven TRPM1 promoter reporter, primary screen, cell-based, SK-MEL-5, luciferase, single point | AID 588334, 2011 | SK-MEL-5 TRPM1-promoter luciferase, 24 h; % of positive control, neutral wells = 0 | activation, % at 12.5 µM | 300,000 compounds, 0.75% hits;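 active = mean activation of at least 80% with every replicate also reaching 80%; inconclusive = mean reaches 80% but some replicate falls short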;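 note: 0% = neutral control wells and 100% = parthenolide positive control wells; values of inactives mirror those of a sister screen read the other way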
Rtt109 Vps75 – inhibitors of C. albicans Rtt109/Vps75 HAT, primary screen, biochemical, ThioGlo CoA-SH fluorescence, plate reader; purified Rtt109/Vps75, 4 h; inhibition, % at 34.9 µM; 330,000 compounds, 0.16% hits; AID 540336, 2011;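 active = inhibition of at least 50% in every replicate; inconclusive = best replicate reaches 50% inhibition but some replicates fall short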
Target sequence (Q5AAJ8 whole entry, looked up): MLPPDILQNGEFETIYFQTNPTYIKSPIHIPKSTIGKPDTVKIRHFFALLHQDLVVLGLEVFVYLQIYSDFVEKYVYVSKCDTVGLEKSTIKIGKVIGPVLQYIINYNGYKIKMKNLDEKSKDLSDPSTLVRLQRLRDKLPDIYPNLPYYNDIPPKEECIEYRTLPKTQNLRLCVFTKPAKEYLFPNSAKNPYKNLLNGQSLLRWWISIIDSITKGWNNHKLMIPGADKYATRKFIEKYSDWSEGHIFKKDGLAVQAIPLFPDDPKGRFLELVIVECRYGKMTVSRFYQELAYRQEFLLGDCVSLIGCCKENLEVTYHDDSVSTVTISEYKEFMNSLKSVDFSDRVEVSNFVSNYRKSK
HTR5A ag – HTR5A agonists in luminescence cell assay, primary screen, counter-screen for OPRM1-OPRD1 heterodimer agonist project, full-deck HTS. 5-hydroxytryptamine receptor 5A (Homo sapiens), P47898. cell-based. activation, % at 9.3 µM. 340,000 compounds, 0.61% hits. AID 504692, 2011; in the data active = activation mostly above about 9.5%, no sharp cut-off; inactive = mostly below about 7.6%;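 note: 0% = cells with vehicle only and 100% = reference agonist; strong numbers were not always called active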
Target sequence (P47898 whole entry, looked up): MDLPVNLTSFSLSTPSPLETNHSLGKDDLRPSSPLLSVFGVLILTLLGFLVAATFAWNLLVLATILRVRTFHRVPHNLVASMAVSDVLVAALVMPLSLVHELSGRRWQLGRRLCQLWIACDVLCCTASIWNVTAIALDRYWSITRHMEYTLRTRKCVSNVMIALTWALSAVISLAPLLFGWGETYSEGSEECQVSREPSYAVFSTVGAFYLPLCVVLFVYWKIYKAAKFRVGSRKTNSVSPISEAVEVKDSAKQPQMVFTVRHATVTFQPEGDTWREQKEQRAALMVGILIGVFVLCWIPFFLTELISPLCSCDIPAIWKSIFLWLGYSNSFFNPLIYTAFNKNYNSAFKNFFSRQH
CDK5 inh – inhibitors of human CDK5/p35 kinase, primary screen, biochemical, single concentration | AID 488839, 2010 | inhibition, % at 10 µM | Cyclin-dependent kinase 5 (Homo sapiens) + Cyclin-dependent kinase 5 activator 1 (Homo … | Recombinant CDK5/p35, ADP-Glo luminescence, 60 min | 330,000 compounds, 0.01% hits;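 active = highest replicate inhibition of at least 50% and at least 75% of replicates reaching 50%; inconclusive = only one of the two criteria met; inactive = both criteria failed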;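 note: plate controls were DMSO neutral control for no effect and GW8510 at 10 µM for full effect; many of its hits are not listed in these tables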
SR-BI uptake up – activators of SR-BI mediated DiI-HDL uptake, primary screen, ldlA[mSR-BI] CHO cells, DiI fluorescence; 3 h; 100 = double the neutral-control signal; activation, % at 12.5 µM; 320,000 compounds, 0.096% hits; AID 504775, 2011;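 active = mean replicate activation of at least 60% and every replicate at or above 60%; inconclusive = mean or all-replicate condition met, but not both; inactive = mean below 60% and not all replicates reaching 60%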;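 note: 0% = median plate neutral-control signal and 100% = twice that signal; values of inactives mirror those of a sister screen read the other way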
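Test system: SR-BI-overexpressing, LDLR-lacking CHO cells; Medium: Ham's F12 with 0.5% BSA, HEPES 25 mM, pH 7.4; Schedule: 3 h, 37 °C; Technique: bottom-read fluorescence, 550/595 nm.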
Numbers without * were called inactive; ? = inconclusive; . = no result given.

SMILES	SR-BI DiI inh	Wnt bcat act	cardiac RTF act	dFosB act	PvdQ acylase	MITF TRPM1 HTS	Rtt109 Vps75	HTR5A ag	CDK5 inh	SR-BI uptake up
CCCCc1ccc(C2C3=C(CC(C)(C)CC3=O)NC3=C2C(=O)c2ccccc23)cc1 (stereo unspecified)	6.7	-1.8	-24.9	-10.3	-1.0	-14.1	-7.4	2.5	-1.5	-6.7
COc1ccc(OC)c(NC2c3ccccc3C(=O)N2c2cccnc2)c1 (stereo unspecified)	-13.9	1.0	0.1	-5.6	-6.5	.	4.3	-0.1	-0.4	13.9
COc1cccc2sc(N(C)c3ccccc3)nc12	3.0	65.3*	1.3	0.0	-2.6	56.9	9.4	4.2	0.3	-3.0
O=C(O)CCc1ncc(C(F)(F)F)cc1Cl	-16.7	-5.0	0.7	-1.4	-17.4	-5.2	8.3	-2.8	1.1	16.7
Cc1cccc(NC(=O)CCCN2C(=O)c3cccc4cccc(c34)C2=O)c1	0.8	.	-8.8	?	2.0	-1.8	-4.1	-2.1	6.2	-0.8
OC1COC(O)C(O)C1O (stereo unspecified)	-16.3	-1.4	3.6	5.2	0.5	-3.4	9.6	3.6	0.7	16.3
COc1ccc(CN(C)CCCn2cnc(C(=O)Nc3ccc(C)c(C)c3)n2)cc1OC	-18.1	-3.7	-8.8	2.4	-7.4	4.3	-10.0	0.0	0.5	18.1
CCc1c(C)sc(NC(=O)c2cnn3cccnc23)c1C#N	-6.7	.	-2.5	-4.4	-24.0	28.3	-1.6	-1.0	-0.1	6.7
CN(C)/C=N/C1=C(C#N)C(c2ccc(Br)cc2)c2ccc3ccccc3c2O1 (stereo unspecified)	11.3	7.4	-2.0	-14.9	-20.2	0.2	-1.3	-0.9	0.1	-11.3
COc1ccccc1NC(=O)C(=O)NNS(=O)(=O)c1ccc2ccccc2c1	1.3	4.5	3.9	-1.6	-17.5	-7.1	-28.0	3.1	-1.3	-1.3
COc1ccccc1C(=O)Nc1ccc(C2=NNC(=O)CC2C)cc1 (stereo unspecified)	50.5	10.2	0.2	-3.8	28.4	15.4	-6.6	-3.7	0.7	-50.5
CCOC(=O)C[C@H]1c2cc(F)ccc2S(=O)(=O)N1C1CCCCC1	-6.1	-4.7	-1.5	3.7	-6.7	-3.0	-3.3	4.0	-2.0	6.1
CCc1ccc(Nc2n[n+](-c3ccccc3)c(-c3cc(OC)c(OC)cc3Br)s2)cc1	34.2	-2.3	-1.5	2.8	-4.9	-9.1	2.2	8.0	0.5	-34.2
Cc1ccc(CNC(=O)Cn2nnc(C(=O)Nc3cc(C)ccc3C)c2N)cc1	-5.2	2.8	-0.3	35.6*	-8.8	9.3	-2.9	6.7	1.3	5.2
Cc1ccc(C(=O)N2CCCC(N3CCN(c4ccccc4C)CC3)C2)c(=O)[nH]1 (stereo unspecified)	-17.5	0.3	-6.0	0.8	-16.1	-9.0	3.4	1.3	1.4	17.5
CCN1CCN(c2cc(N3CCc4ccccc4C3)c(F)cc2[N+](=O)[O-])CC1	48.3	-18.0	-5.3	18.6*	14.1	-13.5	0.7	1.7	-0.6	-48.3
CCN(Cc1ccccc1)S(=O)(=O)c1c[nH]c(C(=O)OC)c1	-14.9	-0.5	10.4	-5.3	6.5	-2.7	12.4	1.1	0.1	14.9
CC1=CC=CN2C1=NC(=O)CC2(C)C(=O)N(CC(=O)NC1CCCC1)Cc1ccccc1 (stereo unspecified)	-1.8	-4.1	-6.4	-1.3	6.7	-5.8	16.8	-4.2	-0.6	1.8
CC1CN(S(=O)(=O)c2cccc(C(=O)Nc3ccc(S(=O)(=O)Nc4ncccn4)cc3)c2)CC(C)O1 (stereo unspecified)	8.1	0.2	6.1	4.9	-8.7	2.9	3.2	1.4	2.3	-8.1
COc1ccc(NC2=NCC(=O)N2c2ccccc2F)cc1	-24.0	.	4.7	-5.8	-4.4	0.2	2.7	4.7	-0.7	24.0
CC(=O)N(C(C)=O)c1ccc2nc(C)[nH]c(=O)c2c1	-12.6	.	-1.3	-5.0	-1.2	5.7	-4.0	-1.7	-0.2	12.6
CCCC(c1nnnn1C1CCCCC1)N1CCN(C(=O)c2ccco2)CC1 (stereo unspecified)	.	-2.1	-1.7	-8.1	-9.1	-6.8	-5.6	3.2	0.0	.
COc1ccc2[nH]c3c(c2c1)CCN1C(=O)N([C@@H](C)C(=O)NCc2ccccc2)C(=O)[C@]31C	46.5	-1.2	0.9	-10.7	-13.9	.	-3.5	9.0	1.2	-46.5
CC(C)(C)NC(=O)N1CCN(c2nc3ccc(Cl)cc3s2)CC1	0.0	10.8	8.8	-10.5	-15.8	60.5	-5.7	2.2	-0.3	0.0
Cc1ccc2c(c1)N(C(=O)CCC(=O)NCc1cccnc1)CC(C)O2 (stereo unspecified)	-9.5	0.4	4.1	-0.8	5.1	.	-0.5	0.4	-0.2	9.5

Next results follow:
SMILES	SR-BI DiI inh	Wnt bcat act	cardiac RTF act	dFosB act	PvdQ acylase	MITF TRPM1 HTS	Rtt109 Vps75	HTR5A ag	CDK5 inh	SR-BI uptake up
CC(=O)c1ccc(NC(=O)CC(C)S(=O)(=O)c2ccc3c(c2)CCN3C(C)=O)cc1 (stereo unspecified)	-8.5	-0.6	-4.9	-7.7	-2.8	15.9	-2.8	1.6	-3.5	8.5
Cc1ccc(C2=NOC3(CC(=O)N(c4ccccc4)C3=O)C2)cc1 (stereo unspecified)	2.1	-0.5	3.0	-5.7	-12.2	3.1	1.8	-0.6	-0.8	-2.1
CC(C)Cc1ccc(C(C)C(=O)Nc2cccnc2)cc1 (stereo unspecified)	-21.6	-4.9	-6.5	-5.2	-14.3	-17.7	-3.4	3.7	-1.1	21.6
O=C(CSc1nnnn1-c1cccc2c1CCCC2)N1CCCC1	-6.2	-5.2	-2.3	-8.4	-12.7	-13.5	7.5	0.1	3.1	6.2
COc1ccc(C(=N/O)/C(=N/O)c2ccc(OC)cc2)cc1	-19.6	2.7	-3.2	-2.7	-0.9	-6.9	6.1	5.4	0.8	19.6
COc1ccc(CNC(=O)CN2C(=O)NC(C)(c3ccc(Cl)cc3)C2=O)cc1 (stereo unspecified)	-23.5	2.1	1.9	-7.8	-13.2	0.7	-12.0	-2.8	0.1	23.5
COc1ccc(NC(=O)C(=S)NC2CCCCC2)cc1	2.3	39.2*	-5.2	-2.8	-2.7	69.1	0.7	-2.4	-0.7	-2.3
O=C(NCc1nnnn1-c1ccc(F)cc1)c1ccc([N+](=O)[O-])o1	-18.0	4.1	-0.7	2.1	-8.0	-32.7	-17.5	0.3	1.0	18.0
CCC(=O)Nc1c2c(nn1-c1ccc(OC)cc1)CS(=O)C2 (stereo unspecified)	-7.9	-1.9	3.5	-10.9	-17.7	-0.8	0.7	-5.2	0.2	7.9
Cc1c(CN(C)C(=O)c2nn(C)cc2[N+](=O)[O-])cnn1C	-12.2	-6.6	5.7	8.2	6.3	9.2	-7.8	0.5	-1.4	12.2
Oc1cccc(Nc2ncnc3ccccc23)c1	-5.8	-2.5	-2.6	0.8	-19.5	13.9	-3.1	-6.2	-0.7	5.8
Cc1cc(C(F)(F)F)nn1CC(=O)N(C)c1ccccc1	-2.1	-0.3	-1.6	-2.7	-6.0	2.3	-2.5	0.8	0.4	2.1
CC1Cc2ccccc2N1C(=O)COC(=O)c1cccc(Br)c1 (stereo unspecified)	3.4	25.7	8.5	-22.3	-17.0	-2.4	2.1	-4.3	0.4	.
Oc1cccc(Nc2nc(N3CCOCC3)nc(N3CCOCC3)n2)c1	8.3	-0.5	3.6	-4.2	-16.9	3.4	5.4	-1.9	0.8	-8.3
COc1ccccc1CN1C(=NC(=O)C2CCCCC2)SC2CS(=O)(=O)CC21 (stereo unspecified)	-19.2	0.9	0.9	1.8	-9.4	-0.7	5.5	1.4	-0.5	19.2
O=C(CNc1cccc([N+](=O)[O-])c1)NCCCc1ccccc1	-13.3	-0.4	-10.3	-8.0	-7.8	-11.2	1.6	-0.9	1.4	13.3
CN=c1scc(C)n1/N=C/c1cc(Br)c(O)c(Br)c1	-13.4	2.1	1.2	2.6	-9.2	-2.3	-1.8	0.4	-0.3	13.4
CCOC(=O)N1CCN(C(=S)Nc2cc(OC)c(OC)cc2C(=O)OC)CC1	66.8	-4.6	0.3	-6.6	-3.1	-0.7	5.2	5.1	1.6	-66.8
N=C1C(c2nc3ccccc3s2)=C(O)CN1NC(=O)c1ccco1	.	25.8	0.3	0.7	8.8	-6.7	13.5	2.4	0.5	.
Cn1cnc([N+](=O)[O-])c1Oc1ccc2ccccc2c1	-11.6	.	3.8	-4.8	0.9	-10.8	14.4	-4.3	-0.4	11.6
CN(C)Cc1n[nH]c(=O)c2ccccc12	-0.2	.	-0.1	-1.5	-7.3	5.9	-2.2	4.5	-0.8	0.2
CCOC(=O)c1[nH]c(C)c(C(=O)Nc2ccc(C)c(C)c2)c1C	32.8	2.1	5.1	-2.0	-12.5	23.6	0.7	13.3*	0.1	-32.8
CCN(CC)CCSc1nnc2c3ccccc3n(CCc3ccccc3)c2n1	-5.9	-5.4	-7.5	-8.6	4.3	21.4	-6.2	0.1	0.2	5.9
Cc1cc(-c2cccc(Br)c2)c(C#N)c(N)n1	-14.2	7.9	-1.9	-0.3	-7.5	-11.2	6.3	2.4	-0.7	14.2
CCC1CCCCN1C(=O)c1cc(COc2ccc3ncccc3c2)on1 (stereo unspecified)	10.6	-3.4	-0.1	-11.4	-6.7	-6.9	15.8	-2.6	-0.3	-10.6
CCCc1nc(-c2ccc(-c3ccc(F)cc3)cc2)no1	-4.6	.	-2.8	-4.4	-7.0	.	-2.2	3.2	0.9	4.6
CN(Cc1ccc(F)cc1)C(=O)CNC(=O)C1CCCCC1	-16.4	-0.4	1.8	-2.5	-11.8	5.2	-0.3	0.1	0.9	16.4
Cc1ccc(N(C(=O)CCC(=O)Nc2ccccn2)C(C(=O)NC(C)C)c2ccc(F)cc2)cc1 (stereo unspecified)	-7.4	-1.1	-3.2	-13.2	-10.4	-4.3	0.5	3.3	1.8	7.3

3 entries out of the list above, arranged by the value under MITF TRPM1 HTS, highest first:
SMILES | MITF TRPM1 HTS
Oc1cccc(Nc2nc(N3CCOCC3)nc(N3CCOCC3)n2)c1 | 3.4
Cc1cc(C(F)(F)F)nn1CC(=O)N(C)c1ccccc1 | 2.3
CN=c1scc(C)n1/N=C/c1cc(Br)c(O)c(Br)c1 | -2.3

Bioassay records: PubChem BioAssay, several laboratories
